Screens: PubChem BioAssay, National Center for Advancing Translational Sciences (NCATS)
D2 antagonist: D2 dopamine receptor (human) antagonism | P14416 | HEK293 TREx D2 cells, calcium flux, dopamine EC80 | inhibition, % at 10 µM | hit rate 2% among 340,000; in the data active means inhibition above about 30%; further: 0% is about no effect
Target sequence (P14416 whole entry, looked up): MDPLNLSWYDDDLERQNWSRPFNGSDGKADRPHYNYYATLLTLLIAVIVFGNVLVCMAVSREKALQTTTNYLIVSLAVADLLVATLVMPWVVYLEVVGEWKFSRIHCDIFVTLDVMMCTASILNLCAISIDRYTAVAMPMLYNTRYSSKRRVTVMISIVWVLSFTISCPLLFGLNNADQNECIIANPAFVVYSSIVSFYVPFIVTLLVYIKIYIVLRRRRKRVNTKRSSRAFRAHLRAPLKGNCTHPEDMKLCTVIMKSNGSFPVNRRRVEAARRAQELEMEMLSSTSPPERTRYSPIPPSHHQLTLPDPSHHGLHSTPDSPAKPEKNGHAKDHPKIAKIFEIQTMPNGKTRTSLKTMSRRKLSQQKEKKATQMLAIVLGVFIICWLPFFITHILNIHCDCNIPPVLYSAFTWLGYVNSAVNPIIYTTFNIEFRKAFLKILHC
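Measurement of antagonist activity uses fluorescent calcium dye in inducible HEK293 T-REx D2 cells: 10 s baseline, compound addition with 180 s read, EC80 dopamine addition with a further 180 s read.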
TRHR enhancer: allosteric enhancers of human TRH receptor. enhancement, % at 2 µM. TRHR cells, fluo-8 calcium fluorescence, EC20 TRH enhancement. P34981. hit rate 0.66% among 360,000; in the data active means enhancement above about 30%; further: 0% is about no effect
Target sequence (P34981 whole entry, looked up): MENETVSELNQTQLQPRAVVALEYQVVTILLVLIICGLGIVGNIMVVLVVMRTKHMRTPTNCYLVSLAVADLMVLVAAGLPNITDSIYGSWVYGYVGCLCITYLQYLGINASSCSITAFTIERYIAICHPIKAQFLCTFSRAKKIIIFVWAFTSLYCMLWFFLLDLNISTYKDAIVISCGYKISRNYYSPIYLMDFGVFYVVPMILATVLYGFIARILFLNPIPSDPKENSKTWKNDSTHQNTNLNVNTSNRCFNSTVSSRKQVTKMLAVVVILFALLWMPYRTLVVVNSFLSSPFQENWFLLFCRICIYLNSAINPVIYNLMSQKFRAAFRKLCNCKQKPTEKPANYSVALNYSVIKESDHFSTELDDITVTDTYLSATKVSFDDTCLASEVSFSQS
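Enhancer read-out: after compound pinning and an initial kinetic agonist-mode read, an EC20 of TRH (10 nM final) was injected and fluo-8 calcium signal (Ex 480/Em 530) followed at 1 s/cycle for 100 cycles in TRHR-expressing cells.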
USP1 inh: inhibitors of human USP1/UAF1 deubiquitinase; AID 743255; hit rate 0.23% among 390,000; O94782; recombinant USP1/UAF1, Ub-Rhodamine cleavage fluorescence; Potency, µM (top dose mostly 57.1 µM), for inactives: at the highest dose activity change, negative = inhibition, hits mostly inhibitors; further: potency means the concentration at half of the fitted maximal effect; on the % scale 0 is the no-effect control and ±100 the full control effect; nearly all actives have a fitted effect of over 60% in size; inactives centre near -12
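USP1/UAF1 complex (1 nM) preincubated 15 min at room temperature with compound, then Ub-Rho substrate (150 nM final) added. Kinetic fluorescence at 480/540 nm over 6 reads at 60 s intervals; 50 mM HEPES pH 7.8, 0.5 mM EDTA, 0.1 mg/ml BSA, 1 mM TCEP, 0.01% Tween-20.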
D2 ag: agonists of human D2 dopamine receptor; P14416; HEK293 T-REx D2 cells, calcium flux agonist mode; activation, % at 2 µM; hit rate 0.53% among 340,000;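 active means activation over 3 SD above normal in the single-dose calcium agonist read, cut at about 30% in these data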; further: 0% is about no effect
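HEK293 Trex D2 cells, tetracycline-induced, o/n 30 C 5% CO2; no-wash Ca dye, RT 30–90 min; 10-cycle baseline, 23 nl cpd added, kinetic Ca read 180 s; agonist hits = positive Ca response.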
rTrxR1 inhibitor: inhibitors of rat thioredoxin reductase 1. recombinant rTrxR1, NADPH fluorescence consumption, selenite substrate. Potency, µM (series often up to 114 µM), for the others: top-dose activity change, negative = inhibition, most hits filed as inhibitors. hit rate 1% among 390,000. AID 588453; further: potency means the concentration at half of the fitted maximal effect; on the % scale 0 is the no-effect control and ±100 the full control effect; nearly all actives have a fitted effect of over 65% in size
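Rat TrxR1 (90 nM in the dispensed reagent) was pre-reduced with 400 uM NADPH for 5 min at room temperature, then incubated with compound for 15 min. After 400 uM selenite was added, NADPH fluorescence (Ex 340/Em 450 nm) was followed for 8 min.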
TrxR1 substrate: rat thioredoxin reductase 1 substrate activity. O89049. purified TrxR1 substrate turnover, NADPH consumption readout. Potency, µM (series often up to 114 µM), for the others: top-dose activity change, negative = substrate turnover. hit rate 0.01% among 390,000; further: potency means the concentration at half of the fitted maximal effect; on the % scale 0 is the no-effect control and ±100 the full control effect; nearly all actives have a fitted effect of over 50% in size
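Rat TrxR1, dispensed at 90 nM, was prereduced with 400 uM NADPH (final) for 5 min at ~22 deg C, then incubated with compound 15 min before 400 uM selenite. A first-read NADPH fluorescence drop versus no-compound background flagged substrates.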
mIDH1 inhibitor: blocks human mutant IDH1 R132H enzyme | Potency, µM (titrated, usually from 76.6 µM), inactives show at the top dose activity change, negative = inhibition, usual class: inhibitors | hit rate 0.093% among 390,000 | IDH1-R132H enzyme, NADPH consumption, diaphorase/resazurin fluorescence | O75874; further: potency means the concentration at half of the fitted maximal effect; on the % scale 0 is the no-effect control and ±100 the full control effect; nearly all actives have a fitted effect of over 65% in size
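IDH1-R132H (0.5 ug/mL) preincubated 30 min with compound, then NADPH (0.016 mM) and alpha-KG (2 mM) added; 80 min at RT, pH 7.5. Remaining NADPH coupled via diaphorase/resazurin to fluorescence (540/590 nm); concentration-response curves normalized to no-enzyme control.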
Pin1 inhibitor: blocks the human prolyl isomerase Pin1. Q13526. Pin1 FP peptide displacement, HiFluor488, 10 min. Potency, µM (doses to about 115 µM), without a hit: at the top dose activity, negative = inhibition, actives largely listed as inhibitors. hit rate 0.009% among 390,000; active means well fitted inhibition curve with a large enough effect in the polarisation, with a control signal flat, not every such curve was filed as active; inconclusive means small, poorly fitted or top-dose-only effect, or effect the other way, or a change in a side signal; inactive means no such curve, though single readings can be large or run the other way; the % refers to the polarisation; further: potency means the concentration at half of the fitted maximal effect; on the % scale 0 is the no-effect control and ±100 the full control effect
Target sequence (Q13526 whole entry, looked up): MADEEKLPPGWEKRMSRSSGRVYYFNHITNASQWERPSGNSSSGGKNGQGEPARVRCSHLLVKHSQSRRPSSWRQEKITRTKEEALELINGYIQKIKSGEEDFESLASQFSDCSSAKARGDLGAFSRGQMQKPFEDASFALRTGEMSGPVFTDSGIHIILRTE
TRHR agonist: agonists of human TRH receptor | TRHR cells, calcium flux fluo-8, FDSS agonist mode | hit rate 0.18% among 360,000 | P34981 | activation, % at 2 µM; in the data active means activation above about 30%; further: 0% is about no effect
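TRHR-expressing cells, plated overnight in medium with 10% serum, were loaded with fluo-8 calcium dye at room temperature. After a 10 s baseline, library compound was pin-added and calcium release was recorded kinetically (ex 480/em 530) as agonist response.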
The depositor's hits bear a star; u = inconclusive; x = no result given; [ ] = another dose, or the depositor's remark. Unless noted, the call rests on the fitted dose curve; in most records, active means well fitted inhibition curve with a large enough effect; inconclusive means small, poorly fitted or top-dose-only effect; inactive means no such curve, though single readings can be large or run the other way.

Results follow in this order: D2 antagonist	TRHR enhancer	USP1 inh	D2 ag	rTrxR1 inhibitor	TrxR1 substrate	mIDH1 inhibitor	Pin1 inhibitor	TRHR agonist
C(#CCN1CCCC1)CN1CCCC1
  4	17	-21%	0.1	-4%[57.1 µM]	-1%[57.1 µM]	-4%	-14%	0.1
CCOP(=O)(OCC)c1nc(-c2cccc3ccccc23)oc1NCCc1ccc(OC)cc1
  -5	-3	-15%	-0.4	168%[activator]	479%[activator]	2%	4%	-0.4
COc1ccc(C2NCc3ccc4c(c3-n3cccc32)OCO4)cc1OC (stereo not given)
  3	-5	-12%	-0.2	9%[57.1 µM]	-4%[57.1 µM]	4%	6%	1.3
CC(C)OP(=O)(O)NC(=O)c1ccccc1
  2	-6	-17%	-0.6	5%[57.1 µM]	7%[57.1 µM]	-2%	-4%	0.2
COc1ccc(C2=NCC(=O)N(CC(=O)NCc3ccco3)c3sc4c(c32)CCCC4)cc1
  1	-4	-12%	-0.4	u	1%	6%	u	-0.5
Cc1cc(O)c2c(C)c(CC(=O)N3C[C@H]4C[C@@H](C3)c3cccc(=O)n3C4)c(=O)oc2c1
  3	-6	0%	-1.4	7%	0%	7%	-1%	0.2
O=C(O)C(O)(c1ccccc1)C1CCCCC1 (stereo not given)
  x	-5	-20%	x	8%	2%	4%	-5%	0.2
CC(=NCCc1c[nH]c2ccccc12)c1c(O)n(Cc2ccccc2)c(=O)[nH]c1=O
  0	-4	-7%	-3.4	16%[11.4 µM]	-5%	2%	31%[activator]	-2.8
CCc1c(-c2ccccc2)nc2ccccc2c1C(=O)N1CCC2(CC1)OCCO2
  5	0	-18%	0.1	-9%	-11%	2%	3%	0.4
CC/C(=N\N1CCN(C)CC1)c1c(O)[nH]c(=O)[nH]c1=O
  9	14	-7%	0.5	17%	6%[57.1 µM]	-2%	-8%	0.1

Three structures already listed, arranged by heavy-atom count, largest number first.
Results follow in this order: D2 antagonist	TRHR enhancer	USP1 inh	D2 ag	rTrxR1 inhibitor	TrxR1 substrate	mIDH1 inhibitor	Pin1 inhibitor	TRHR agonist
CC(=NCCc1c[nH]c2ccccc12)c1c(O)n(Cc2ccccc2)c(=O)[nH]c1=O
  0	-4	-7%	-3.4	16%[11.4 µM]	-5%	2%	31%[activator]	-2.8
CC/C(=N\N1CCN(C)CC1)c1c(O)[nH]c(=O)[nH]c1=O
  9	14	-7%	0.5	17%	6%[57.1 µM]	-2%	-8%	0.1
CC(C)OP(=O)(O)NC(=O)c1ccccc1
  2	-6	-17%	-0.6	5%[57.1 µM]	7%[57.1 µM]	-2%	-4%	0.2

More results.
Results follow in this order: D2 antagonist	TRHR enhancer	USP1 inh	D2 ag	rTrxR1 inhibitor	TrxR1 substrate	mIDH1 inhibitor	Pin1 inhibitor	TRHR agonist
CSCCC(N=Cc1c(O)n(-c2ccc(F)cc2)c(=O)[nH]c1=O)C(=O)OC(C)(C)C (stereo not given)
  12	10	-8%	-0.4	-15%	-10%	-1%	3%	-0.9
CCC(=O)C(CCN1CCOCC1)(c1ccccc1)c1ccccc1
  x	x	-10%	x	-12%	-6%	10%	-2%	x
COC(=O)C1=C(c2c(C)noc2C)C[C@@H]2CC[C@H]1N2C(=O)N1CCCC1
  17	-5	-24%	-0.8	12%	6%	11%	0%	-0.3
CCOc1cc(C=C2C(=O)NC(=O)NC2=O)ccc1OS(=O)(=O)c1ccccc1
  3	16	-8%	0.2	u	3%[57.1 µM]	6%	0%	0.8
CN(C)CP(=O)(Nc1ccccc1)N(C)C (stereo not given)
  22	2	-23%	-0.5	-5%	-2%	-2%	3%	0.1
Cc1ccc(CN(Cc2ccccc2)C(=S)NCC(=O)N2CCC3(CC2)OCCO3)o1
  0	-3	-3%	-0.3	3%[57.1 µM]	1%[57.1 µM]	11%	-7%	-0.7
CCOC(=O)C1CCN(/C=C2\C(=O)NC(=S)N(CC)C2=O)CC1
  1	4	-17%	-2.1	u	-2%	12%	2%	0.0
CN(C(=O)CSc1nc2ccc(NC(=O)COc3ccc(Cl)cc3)cc2s1)c1ccccc1
  x	-5	-15%	2.8	23%	4%	-3%	22%	-0.1
CCOC(=O)c1cc2c(cn1)[C@H](CCO)NC2
  x	x	-23%	x	3%	3%	14%	1%	x
COC(=O)CCCNC(=O)CN1CC(c2ccccc2)CC1=O (stereo not given)
  -17	16	-16%	0.1	5%[57.1 µM]	8%[57.1 µM]	1%	-5%	-0.4
Cc1cccnc1NC1=NCC(C)S1 (stereo not given)
  -4	-4	-5%	0.7	16%[57.1 µM]	-11%	4%	2%	0.3
O=C(c1ccc2c(c1)N(Cc1ccc(F)cc1Cl)C(=O)c1ccccc1S2)N1CCC2(CC1)OCCO2
  x	-5	-16%	0.4	15%[57.1 µM]	-3%[57.1 µM]	-2%	21%	0.2
O=P(Oc1ccccc1)(N1CCOCC1)N1CCOCC1
  x	x	-4%	x	40%[57.1 µM]	15%[57.1 µM]	5%	-10%	x
O=C(O)Cn1cc(/C=C2\C(=O)NC(=O)N(c3ccc(F)cc3)C2=O)c2ccccc21
  19	-4	x	0.2	x	x	x	x	0.2
Cc1cc(Br)c(NC(=O)CN2CC=C(c3ccccc3)CC2)c(Br)c1
  6	8	-14%	-1.3	18%	0%	0%	36%[activator]	-0.7
Cc1nc2ccccc2c(=O)n1-c1cccc(O)c1
  -8	5	1%	0.1	-7%[57.1 µM]	-2%	-10%	-2%	0.3
CCN1C[C@]2(COC)CC[C@H](OC)[C@@]34C1[C@]1(OCO[C@@]15C[C@H](OC)[C@H]1C[C@@H]3[C@@H]5[C@H]1OC)[C@@H](O)[C@H]24
  -2	-2	11%	-1.5	-13%	3%	5%	0%	0.7
CC(=O)OC1CC[C@]2(C#N)[C@H]3CC[C@]4(C)[C@H](C5C=CC(=O)O5)CCC4(O)C3CCC2(O)C1 (stereo not given in full)
  4	7	-18%	0.3	24%	2%	12%	-1%	0.0
CC(=NCc1ccco1)c1c(O)n(-c2ccc(Cl)cc2)c(=O)[nH]c1=O
  0	-3	-27%	0.0	18%[11.4 µM]	3%[11.4 µM]	5%	2%	-0.4
Cn1c(O)c(C=NCCN2CCNCC2)c(=O)[nH]c1=O
  -5	13	-2%	x	17%[57.1 µM]	7%[57.1 µM]	5%	-2%	-0.1

In the list so far, 3 contain fluorine:
Results follow in this order: D2 antagonist	TRHR enhancer	USP1 inh	D2 ag	rTrxR1 inhibitor	TrxR1 substrate	mIDH1 inhibitor	Pin1 inhibitor	TRHR agonist
CSCCC(N=Cc1c(O)n(-c2ccc(F)cc2)c(=O)[nH]c1=O)C(=O)OC(C)(C)C (stereo not given)
  12	10	-8%	-0.4	-15%	-10%	-1%	3%	-0.9
O=C(c1ccc2c(c1)N(Cc1ccc(F)cc1Cl)C(=O)c1ccccc1S2)N1CCC2(CC1)OCCO2
  x	-5	-16%	0.4	15%[57.1 µM]	-3%[57.1 µM]	-2%	21%	0.2
O=C(O)Cn1cc(/C=C2\C(=O)NC(=O)N(c3ccc(F)cc3)C2=O)c2ccccc21
  19	-4	x	0.2	x	x	x	x	0.2

Next records
Results follow in this order: D2 antagonist	TRHR enhancer	USP1 inh	D2 ag	rTrxR1 inhibitor	TrxR1 substrate	mIDH1 inhibitor	Pin1 inhibitor	TRHR agonist
O=c1c2ccccc2nc(-c2ccco2)n1-c1cccnc1
  -4	0	-20%	-0.2	6%[57.1 µM]	-8%[57.1 µM]	3%	-6%	-0.7
CN1CCc2nc3sc(C(=O)NC(C)(C)C)c(N)c3cc2C1
  3	-1	-5%	0.3	-2%	-8%	3%	u	-0.2
CCOC(=O)C(O)(c1ccc(N)c(OC)c1)C(F)(F)F (stereo not given)
  -2	-1	-19%	0.1	-8%	-8%	2%	-3%	0.6
COC(=O)C1=C(c2ccc(OC)c(OC)c2)C[C@@H]2CC[C@H]1N2C(=O)NCCO
  -16	-3	-18%	0.5	2%	-1%	-10%	-4%	-0.1
O=c1[nH]c(=O)n(Cc2ccco2)c(O)c1C=NC1CC1
  -8	0	-1%	-0.4	-7%	-9%	0%	1%	0.6
COC(=O)c1ccc(N2C(=O)CC(N3CCC(n4c(=O)[nH]c5ccccc54)CC3)C2=O)cc1 (stereo not given)
  -9	1	6%	0.3	u	8%[57.1 µM]	-1%	2%	-0.2
Clc1ccc(C(Cn2ccnc2)OCc2csc3c(Cl)cccc23)c(Cl)c1 (stereo not given)
  x	-1	-29%	x	11%	0%	-9%	1%	4.7
Oc1ccc(Cl)c(Cl)c1
  x	3	-21%	x	26%	6%	8%	-2%	0.4
Cc1ccc(CNC(=O)c2ccc(CSc3nc4ccncc4n3Cc3ccc(C)cc3)cc2)cc1
  x	3	-1%	x	10%	4%	23%	54%[activator]	-1.3
CC(=NCCCN1CCOCC1)c1c(O)n(Cc2ccccc2)c(=O)[nH]c1=O
  -3	0	1%	-0.7	-20%	0%	-1%	-3%	-0.2
CN1C(=O)C(Cc2nc3ccccc3c(=O)n2-c2ccccc2)c2ccccc21 (stereo not given)
  21	-4	-14%	0.0	6%	-2%	6%	-2%	-0.6
O=C1C2C3CCC(O3)C2C(=O)N1c1cccc(F)c1 (stereo not given)
  x	x	-6%	x	14%	9%	12%	2%	x

These rows are one share of the data; count on the stated rates, not on these rows.
